# Screens from PubChem.
# USP30 block = inhibitors of human USP30 deubiquitinase; Ubiquitin carboxyl-terminal hydrolase 30 (Homo sapiens), Q70CQ3; purified USP30, Ub-rhodamine cleavage fluorescence; inhibition, % at 25 µM; hit rate 5.3% among 47,000
# OTUD3 block = inhibitors of human OTUD3 deubiquitinase | OTU domain-containing protein 3 (Homo sapiens), Q5T2D3 | purified OTUD3, Ub-rhodamine fluorescence, 2 h | inhibition, % at 25 µM | hit rate 0.7% among 47,000 | AID 1645858, 2021
# USP8 block = inhibitors of human USP8 deubiquitinase. inhibition, % at 20 µM. purified USP8, Ub-rhodamine cleavage fluorescence, 30 min. Ubiquitin carboxyl-terminal hydrolase 8 (Homo sapiens), P40818. hit rate 4.2% among 47,000
# USP28 inh = inhibitors of human USP28 deubiquitinase; Ubiquitin carboxyl-terminal hydrolase 28 (Homo sapiens), Q96RU2; purified USP28, Ub-rhodamine cleavage fluorescence, 30 min; inhibition, % at 25 µM; hit rate 3% among 47,000; AID 1645857, 2021
# USP10 inh = inhibitors of human USP10 deubiquitinase. Ubiquitin carboxyl-terminal hydrolase 10 (Homo sapiens), Q14694. purified USP10, Ub-rhodamine fluorescence, 60 min. inhibition, % at 20 µM. hit rate 1.1% among 47,000
# USP17 block = inhibitors of human USP17 deubiquitinase | Ubiquitin carboxyl-terminal hydrolase 17-like protein 5 (Homo sapiens), A8MUK1 | purified USP17, Ub-rhodamine cleavage fluorescence, 3 h | inhibition, % at 50 µM | hit rate 6.5% among 47,000
# UCHL1 inh = inhibitors of human UCHL1 deubiquitinase. AID 1645859, 2021. Ubiquitin carboxyl-terminal hydrolase isozyme L1 (Homo sapiens), P09936. inhibition, % at 20 µM. purified UCHL1, Ub-rhodamine cleavage fluorescence. hit rate 0.2% among 47,000
# USP7 block = inhibitors of human USP7 deubiquitinase; Ubiquitin carboxyl-terminal hydrolase 7 (Homo sapiens), Q93009; purified USP7, Ub-rhodamine cleavage fluorescence; inhibition, % at 20 µM; hit rate 0.3% among 47,000
# Target sequence (Q93009 whole entry, looked up): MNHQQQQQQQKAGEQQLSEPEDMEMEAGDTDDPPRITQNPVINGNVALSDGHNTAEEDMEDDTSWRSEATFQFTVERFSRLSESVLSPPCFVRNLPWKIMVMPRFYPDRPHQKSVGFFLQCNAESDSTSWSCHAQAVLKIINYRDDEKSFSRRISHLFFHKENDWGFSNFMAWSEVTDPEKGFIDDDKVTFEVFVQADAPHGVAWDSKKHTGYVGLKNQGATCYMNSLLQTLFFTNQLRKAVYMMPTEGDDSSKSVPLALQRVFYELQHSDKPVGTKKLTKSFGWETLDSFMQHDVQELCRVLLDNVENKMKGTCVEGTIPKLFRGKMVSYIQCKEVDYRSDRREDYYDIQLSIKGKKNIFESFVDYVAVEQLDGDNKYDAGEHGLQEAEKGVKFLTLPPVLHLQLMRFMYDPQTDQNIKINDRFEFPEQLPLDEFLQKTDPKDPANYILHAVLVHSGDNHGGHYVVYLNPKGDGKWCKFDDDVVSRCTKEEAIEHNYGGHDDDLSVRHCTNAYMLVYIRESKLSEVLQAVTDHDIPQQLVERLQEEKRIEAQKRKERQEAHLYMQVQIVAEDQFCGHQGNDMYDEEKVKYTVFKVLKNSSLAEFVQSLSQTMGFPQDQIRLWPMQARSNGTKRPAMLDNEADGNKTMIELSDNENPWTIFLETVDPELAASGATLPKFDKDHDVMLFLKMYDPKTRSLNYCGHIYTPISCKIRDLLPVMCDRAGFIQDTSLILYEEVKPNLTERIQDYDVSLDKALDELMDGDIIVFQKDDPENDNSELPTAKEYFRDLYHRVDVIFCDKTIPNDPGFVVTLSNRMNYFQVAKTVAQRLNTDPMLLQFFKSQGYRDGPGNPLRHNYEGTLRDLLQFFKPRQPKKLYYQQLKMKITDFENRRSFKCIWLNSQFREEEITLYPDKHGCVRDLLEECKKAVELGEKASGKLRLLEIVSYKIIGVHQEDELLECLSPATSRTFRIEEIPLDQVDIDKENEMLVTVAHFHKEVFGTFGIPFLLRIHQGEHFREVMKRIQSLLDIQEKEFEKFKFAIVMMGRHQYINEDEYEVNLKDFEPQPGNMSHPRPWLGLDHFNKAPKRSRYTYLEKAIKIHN
# The depositor's hits bear a star; nt = not tested or not shown. Cut-off read from the data, not from the text of the source: active = inhibition above about 30%; inactive = the rest.
SMILES,USP30 block,OTUD3 block,USP8 block,USP28 inh,USP10 inh,USP17 block,UCHL1 inh,USP7 block
CCN(CC)C(C(=O)N1CCC(c2nc3ccccc3cc2C(N)=O)CC1)c1ccccc1 (stereo not drawn),0,0,-8,-5,0,-4,-3,-4
CCN1CCn2c(nc3cc(C(=O)NC4CCCC4)ccc32)C1=O,-19,0,0,-2,-2,-15,1,nt
CC1NC(=O)[C@@H]2C[C@@H](C(=O)N3CCNCC3)[C@H]1N2Cc1ccccc1 (stereo partly drawn),16,5,-95,2,0,-4,-1,3
CC1(C(=O)NC2CCCC2)Cn2c(nc3ccccc32)C(=O)N1Cc1ccco1 (stereo not drawn),7,12,13,7,2,9,0,0
Cc1ccnc(NC(=O)c2ccn(COc3ccc(F)cc3)n2)c1,40*,3,10,14,0,10,3,4
Cc1cc(-c2cnc(C(C)C)nc2-c2ccc(CNC(=O)c3cccnc3C)cc2)on1,0,2,-6,-1,-5,-3,1,0
COc1ccccc1NC(=O)N1CCCC1c1c(C)noc1C (stereo not drawn),0,4,3,2,0,6,1,2
Cc1ncc(-c2ccccn2)c(-c2ccc(CNC(=O)Cc3sc(C)nc3C)cc2)n1,-1,1,36*,1,0,8,2,5
COc1ccccc1CNC(=O)c1ccccc1OCc1ccc(F)cc1,38*,27,23,29,6,27,4,-9
CC(C)CN1Cc2c(C(=O)Nc3cccnc3)ncn2-c2ccccc2S1(=O)=O,0,-3,-61,0,-6,-22,2,0
CCOC(=O)N1CCN(C(=O)Cc2csc(NC(=O)c3ccc4c(c3)OCO4)n2)CC1,-4,-15,-8,8,1,-1,-3,-2
Cc1cc(C)n(CCCNS(=O)(=O)c2ccc(C(C)(C)C)cc2)n1,-17,-4,1,-2,3,-7,1,0
CNC(=O)Nc1ccc(C2(C(=O)NC3CCCC3)CCC2)cc1,-20,-9,-1,-11,-1,-11,-1,nt
O=c1c2[nH]c3ccc(F)cc3c2ncn1CCCN1CCOCC1,0,-4,-1,-4,0,0,0,-3
Cc1ccc(-n2nc(C(=O)N3CCOCC3)c3ncn(C)c(=O)c32)cc1,-17,-10,-4,-2,-4,-4,-3,-3
Cc1ncsc1CN1CCCC(c2nccnc2-c2ncc[nH]2)C1 (stereo not drawn),0,-5,-22,-10,0,nt,-3,0
COCCN1C(=O)c2ccc(-c3ccco3)n2CC1(C)C(=O)NC1CCC(C)CC1 (stereo not drawn),-170,-31,-12,-40,-6,-44,-2,-9
CC1Oc2ccc(NC(=O)c3ccc4c(c3)CCC4)cc2NC1=O (stereo not drawn),-51,-9,0,9,0,-11,-4,-3
CC(=O)Nc1nsc(N2CCC(C(=O)N3CCN(c4ccc(C)cc4)CC3)CC2)n1,7,6,-2,0,0,-4,1,4
COc1ccc(CSc2nccc(-c3ccc(Cl)cc3)c2C#N)cc1,2,-7,-44,-14,0,-3,-1,-16
Cc1nn(-c2cc(N3CCCCC3)ncn2)c(C)c1CCC(=O)NCc1ccccc1,-33,-2,9,-3,-4,-8,1,-5
O=C(Cc1nnc2cc(-c3nc(C4CC4)no3)ccn12)Nc1ccccc1,-81,-8,27,-14,5,1,-1,0
O=C(O)COc1cc(O)c2c(=O)c(-c3ccc4c(c3)OCCO4)coc2c1,8,3,29,5,5,12,0,-62
CCc1cc(=O)n(CC(=O)Nc2ccc3c(c2)OCCO3)c2c1c(C)nn2-c1ccc(C)cc1,32*,15,44*,17,7,31*,4,6
CCCCCCn1c(CN(Cc2ccccc2)Cc2ccccc2)nc2c1c(=O)n(C)c(=O)n2C,21,9,-22,1,4,5,0,3
COC(C)(C)C(=O)N1CCOC(c2cccc(-c3cnc(N)nc3)n2)C1 (stereo not drawn),3,14,2,4,-1,0,4,5
COc1ccc(-c2noc(CCC(=O)Nc3nc4ccccc4s3)n2)cc1,0,0,2,-7,17,-38,-1,0
O=C1NC2(CCN(C(=O)NCc3ccccc3)CC2)Nc2c(Cl)cccc21,-21,-6,-14,-5,-2,-6,-3,0
Cc1cc(C)nc(C2CCN(C(=O)c3noc4c3CCCC4)C2)n1 (stereo not drawn),14,7,5,0,-3,5,0,2
O=C1NCCCCC1NS(=O)(=O)c1cccc(C(F)(F)F)c1 (stereo not drawn),6,6,2,0,2,-4,1,-1

# Another view of some results above:
USP30 block	OTUD3 block	USP8 block	USP28 inh	USP10 inh	USP17 block	UCHL1 inh	USP7 block	Molecule
0	0	-8	-5	0	-4	-3	-4	CCN(CC)C(C(=O)N1CCC(c2nc3ccccc3cc2C(N)=O)CC1)c1ccccc1 (stereo not drawn)
-19	0	0	-2	-2	-15	1	nt	CCN1CCn2c(nc3cc(C(=O)NC4CCCC4)ccc32)C1=O
16	5	-95	2	0	-4	-1	3	CC1NC(=O)[C@@H]2C[C@@H](C(=O)N3CCNCC3)[C@H]1N2Cc1ccccc1 (stereo partly drawn)
7	12	13	7	2	9	0	0	CC1(C(=O)NC2CCCC2)Cn2c(nc3ccccc32)C(=O)N1Cc1ccco1 (stereo not drawn)
40*	3	10	14	0	10	3	4	Cc1ccnc(NC(=O)c2ccn(COc3ccc(F)cc3)n2)c1
0	2	-6	-1	-5	-3	1	0	Cc1cc(-c2cnc(C(C)C)nc2-c2ccc(CNC(=O)c3cccnc3C)cc2)on1
0	4	3	2	0	6	1	2	COc1ccccc1NC(=O)N1CCCC1c1c(C)noc1C (stereo not drawn)
-1	1	36*	1	0	8	2	5	Cc1ncc(-c2ccccn2)c(-c2ccc(CNC(=O)Cc3sc(C)nc3C)cc2)n1
38*	27	23	29	6	27	4	-9	COc1ccccc1CNC(=O)c1ccccc1OCc1ccc(F)cc1
0	-3	-61	0	-6	-22	2	0	CC(C)CN1Cc2c(C(=O)Nc3cccnc3)ncn2-c2ccccc2S1(=O)=O

# (cont.)
SMILES,USP30 block,OTUD3 block,USP8 block,USP28 inh,USP10 inh,USP17 block,UCHL1 inh,USP7 block
Cc1nnc(-c2csc(S(=O)(=O)NC3CCCCCC3)c2)o1,4,10,-1,6,3,3,1,0
CCOc1ccc(NC(=O)c2c(C)oc3nc[nH]c(=O)c23)cc1,-102,-4,-12,-12,-5,0,-2,-4
Cc1ccc(N2CCN(Cc3nc(-c4ccc(N5CCOCC5)nc4)no3)CC2)cc1,-1,5,0,6,0,5,-2,0
Cc1cc(-c2cncnc2C2CCN(C(=O)Nc3ccccc3C(F)(F)F)CC2)on1,-10,-7,-1,-13,-7,-9,-6,-1
Cc1cc(N2CCCCC2)nc2ccc(NC(=O)c3ccncc3)cc12,-33,-24,-9,38*,-3,-7,-6,-16
Nc1c(C(=O)CSc2n[nH]c(-c3ccccc3F)n2)c(=O)[nH]c(=O)n1C1CC1,-199,-26,10,7,0,-18,0,1
CC(NC(=O)CCc1ccc2c(ccn2C)c1)c1ccccc1 (stereo not drawn),-121,-37,-28,-39,-10,-35,-5,-3
O=C(Nc1cccnc1)c1nc2c(s1)CCN(C(=O)c1cccnc1)CC2,8,8,-213,5,1,-24,6,3
CC(C)c1nc2sc3c(SCCc4ccccc4)ncnc3c2c2c1COC(C)(C)C2,24,9,20,7,1,nt,3,9
O=C(O)c1cc2c(nc3ccccn32)s1,25,12,2,5,0,13,4,6
CCc1nn2c(CNC(=O)Cc3cccc(Cl)c3)c(C)nc2s1,14,7,1,10,-3,15,3,-1
Cc1nn(C)c2nc(C3CCCN(C(=O)c4ccn[nH]4)C3)ccc12 (stereo not drawn),13,-2,-6,-3,2,3,-1,1
Cc1nc(C(=O)N2CCC(c3cccc(-n4ccnc4C(C)C)n3)CC2)co1,9,5,2,8,-1,5,-2,0
Cn1cc2c(n1)C(COc1cccnc1)CN(S(=O)(=O)C1CC1)C2 (stereo not drawn),-4,0,-22,-2,2,-24,0,-3
COc1ccccc1-c1nc(-c2cccc(C(=O)N3CCCC3)c2)no1,9,-5,7,-24,3,-8,-2,-17
CC(=O)NC[C@H]1C[C@]2(C)[C@@H](CCCC[C@]2(C)O)N1C(=O)c1ncccn1,-5,3,-9,-11,0,-3,-3,2
C[C@H]1[C@@H](O)O[C@@H]2O[C@]3(C)CC[C@H]4[C@H](C)CC[C@@H]1[C@@]24OO3,21,12,2,10,-1,14,2,1
Cc1ccccc1NC(=O)N1CCN(Cc2ccc3nccnc3c2)CC1,-1,17,-10,8,1,9,0,4
Cc1cc(C)cc(NC(=O)N2CCCN(c3ncccc3[N+](=O)[O-])CC2)c1,-80,-14,-131,-7,-3,-28,4,-1
CC(=O)c1cccc(NC(=O)CCc2cccc3[nH]ccc23)c1,-39,-9,7,10,-2,-11,-2,-3
CCc1ccc(CNC(=O)C2CCN(c3cnc4nccnc4c3)CC2)cc1,-335,-66,-68,-66,-3,-82,-34,-31
Cc1cc(S(=O)(=O)N2CC=C(c3ccccc3)CC2)c(C(F)(F)F)o1,11,23,21,7,0,9,2,9
O=C(Nc1cnn(-c2ncc(N3CCCC3)cn2)c1)C1CCCO1 (stereo not drawn),-101,-16,-80,-12,-5,20,-12,-9
Cc1nn(CC(=O)NC2CC2)c(C)c1S(=O)(=O)NC(C)(C)C,1,-1,0,-5,1,-1,-2,1
CCc1ccccc1N1CC(c2nnc(NC(=O)CCc3ccccc3)s2)CC1=O (stereo not drawn),-7,-2,-10,-5,5,30*,2,1
COC(=O)[C@@H]1C[C@@]23CCCN4CC[C@@]5(c6ccccc6N[C@]15[C@@H]2C)[C@@H]43,-41,-6,-18,-18,-8,-34,-1,-1
CC(Oc1ccccc1)C(=O)N1CCC2(CC1)NC(=O)N(CCOc1ccccc1)C2=O (stereo not drawn),3,-9,-1,1,0,nt,0,-17
Cc1ccc(SCC(=O)Nc2c(Br)cnn2C)cc1,nt,3,-2,nt,1,7,4,-11
CC1=NS(=O)(=O)N(Cc2ccccc2)C=C1C(=O)Nc1cc(F)ccc1F,-62,-6,-9,-4,-1,-5,-5,-34
CN1CCc2c(C#N)c(NCc3cccnc3)n3cnnc3c2C1,-75,-12,-13,-8,-1,-19,-1,1
CCn1c(C(=O)O)c(CNCc2ccc(Cl)cc2)c2ccccc21,-11,-1,-22,-4,-17,-12,-21,-13
O=C(Oc1coc(CSc2ncccn2)cc1=O)c1c(F)cccc1F,22,19,46*,20,6,12,4,0
CN(C)C(Cc1ccccc1)C(=O)c1ccc2c(c1)NC(=O)CO2 (stereo not drawn),-1,-9,-1,6,4,-1,2,-14
CNC(=O)CN1CCC2(C/C=C/Cc3ccccc3OCC(=O)NCCNC2=O)CC1,14,7,7,10,0,4,1,4
Cc1cc(-c2cnn(C)c2)cc(C2CCCN(C(=O)c3cnccn3)C2)n1 (stereo not drawn),14,1,21,4,1,11,2,7
COc1ccc(C(=O)N2CCCC2c2nc(-c3ccccc3)no2)cc1F (stereo not drawn),-14,-9,-6,-6,1,-7,1,-1
Cc1nc(-c2ccnn2C)cc(C2CCN(S(C)(=O)=O)CC2)n1,-4,-6,0,-9,-1,-7,-2,-1
Cc1nnc(-c2cn(CC(=O)NC3CCCCCC3)c3ccccc23)o1,-4,-3,-4,8,-3,-8,-1,2
N#Cc1cc2c([nH]c1=O)CC(c1ccccc1)C/C2=N\Nc1ccccc1 (stereo not drawn),-54,-10,51*,-4,-2,0,4,-15
O=C(c1ccco1)N1CCN(Cc2nc3scc(-c4ccc(F)cc4)c3c(=O)[nH]2)CC1,-26,0,9,2,-7,4,0,0
O=C1c2cc3c(cc2CCC1CN1CCOCC1)OCCO3 (stereo not drawn),11,14,29,10,0,4,2,-3
C1Cc2nc(C3CC3)nc(N3CCCC3)c2C1,11,10,1,20,2,4,2,-2
CN1CCc2[nH]c3c(Cl)cccc3c2C1,-7,-1,0,4,-2,2,0,1
CC(Sc1nnc(-c2ccncc2)o1)C(=O)NCCc1ccc(Cl)cc1 (stereo not drawn),14,11,12,12,1,7,2,4
COc1ccc(/C=C2\NC(=O)[C@H]3Cc4ccccc4CN3C2=O)cc1,-7,0,46*,-3,10,1,0,10
O=C(c1ccc(Cl)cc1)N1CCC(n2cnnc2-c2ccccc2)CC1,-13,-4,-8,-18,2,-11,-3,-1
COCCN1C(=O)c2ccccc2C(C(=O)NCCc2ccc(OC)c(OC)c2)C1c1cccs1 (stereo not drawn),0,11,17,12,1,15,0,1
COc1cc(N2CC[C@H]3O[C@H](C(=O)NC4CCCC4)CC[C@H]32)ncn1,-13,-6,-108,-5,0,-10,-3,-4
